HKDC1 inh: HKDC1 (human) hexokinase inhibition. Q2TB90. recombinant HKDC1, G6PDH/diaphorase resazurin coupled fluorescence. inhibition, % at 20 µM. 340,000 compounds, 0.16% hits;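 active = inhibition above about 35% when tested at 20 µM, limit read from the data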;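 note: plate controls were DMSO wells with enzyme for no effect and DMSO wells lacking enzyme for full effect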
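Test system: Recombinant HKDC1 (HK5) hexokinase enzyme, produced in-house | Input: HKDC1 at 5 µg/mL | Buffer or medium: Tris pH 8.0 buffer with MgCl2, Tween-20, BSA, BME | Schedule: 90 min reaction incubation at room temperature, dark | Technique: Resazurin-to-resorufin fluorescence via G6PDH and diaphorase coupling, 525/613 nm | Controls: DMSO wells with and without enzyme mix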
SENP1 FRET inh: blocks the human SENP1 SUMO protease catalytic domain; Q9P0U3; recombinant SENP1 catalytic domain, CyPet-SUMO1-YPet FRET cleavage; inhibition, % at 10 µM; 360,000 compounds, 0.21% hits;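 active = inhibition at least 30% at 10 µM, raw YFP signal under a set limit, fluorescence ratio 0.5 to 1.5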;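 note: 0% = enzyme with DMSO and 100% = no enzyme wells; some results filed as inactive read as strong as hits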
Target sequence (Q9P0U3 419-644 limits assumed): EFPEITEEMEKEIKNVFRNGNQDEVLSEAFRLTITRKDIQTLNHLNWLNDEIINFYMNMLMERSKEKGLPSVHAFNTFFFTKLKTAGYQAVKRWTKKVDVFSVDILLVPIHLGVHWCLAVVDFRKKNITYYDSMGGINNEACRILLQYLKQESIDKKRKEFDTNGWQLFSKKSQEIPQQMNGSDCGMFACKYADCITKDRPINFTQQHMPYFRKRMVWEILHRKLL
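Test system: hSENP1 catalytic domain, recombinant; Amount: 20 pM final SENP1 enzyme; Medium: Tris pH 8 buffer plus EDTA, NaCl, BME, BSA, NP40, catalase; Schedule: 50 min enzyme reaction, room temperature, light-protected; Technique: FRET fluorescence in CFP and YFP emission channels; Controls: no-enzyme wells low, DMSO-plus-enzyme wells high control.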
SENP6 block: SENP6 protease inhibition; 330,000 compounds, 1.8% hits; Q9GZR1; Recombinant SENP6 catalytic domain, aminoluciferin luminescence; inhibition, % at 10 µM;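 active = inhibition above about 50% at the single tested dose, limit read from the data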;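 note: plate controls were DMSO wells with enzyme for no effect and DMSO wells lacking enzyme for full effect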
Target sequence (Q9GZR1 628-1112 limits assumed): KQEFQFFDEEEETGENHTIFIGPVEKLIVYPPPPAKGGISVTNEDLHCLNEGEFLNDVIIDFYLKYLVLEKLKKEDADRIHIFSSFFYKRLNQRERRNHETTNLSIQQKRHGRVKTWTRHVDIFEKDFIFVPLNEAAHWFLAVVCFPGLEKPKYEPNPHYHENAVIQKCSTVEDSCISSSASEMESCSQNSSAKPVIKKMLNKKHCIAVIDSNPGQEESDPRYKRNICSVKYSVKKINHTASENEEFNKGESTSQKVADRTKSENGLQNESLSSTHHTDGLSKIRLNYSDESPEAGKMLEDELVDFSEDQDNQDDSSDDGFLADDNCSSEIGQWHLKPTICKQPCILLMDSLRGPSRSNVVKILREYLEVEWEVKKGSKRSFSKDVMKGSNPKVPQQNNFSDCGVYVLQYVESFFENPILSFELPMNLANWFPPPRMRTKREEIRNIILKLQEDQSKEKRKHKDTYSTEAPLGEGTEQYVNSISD
SENP8 block-1: SENP8 protease inhibition. Q96LD8. purified SENP8, Z-RLRGG-aminoluciferin cleavage, luminescence. inhibition, % at 10 µM. 330,000 compounds, 1.2% hits. AID 2540; in the data active = inhibition above about 50%
Target sequence (Q96LD8 whole entry, looked up): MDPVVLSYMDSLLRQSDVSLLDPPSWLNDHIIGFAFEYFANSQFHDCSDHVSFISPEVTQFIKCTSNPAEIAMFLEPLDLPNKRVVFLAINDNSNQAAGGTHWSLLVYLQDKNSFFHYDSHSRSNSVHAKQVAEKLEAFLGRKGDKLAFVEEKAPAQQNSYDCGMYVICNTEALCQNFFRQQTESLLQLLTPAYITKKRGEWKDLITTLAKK
beta cell repl: induces beta-cell replication in MIN6 cells; MIN6 cells proliferation, ATPlite luminescence, 48 h; cells starved in 0.2% serum; 100% = growth in 10% serum; proliferation, % at 10 µM; 330,000 compounds, 0.29% hits; AID 2380;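 active = compounds whose signal lies at least 3.5 SD above the mean of all wells on their plate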;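 note: 0% = DMSO-treated cells in low-serum medium and 100% = 10% serum control; some compounds called inactive have numbers as strong as hits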
SENP7 block: inhibitors of human SENP7 protease | Q9BQF6 | inhibition, % at 5 µM | AID 434973 | 330,000 compounds, 1.5% hits | recombinant SENP7, Z-RLRGG-aminoluciferin luminescence, 40 min;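 active = inhibition above about 50% at the single test dose, limit read from the data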;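 note: plate controls were DMSO with enzyme for no effect and no enzyme buffer wells for full effect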
UBC13 polyUb: human UBC13 polyubiquitination inhibition; UBC13 polyubiquitin chain formation, TR-FRET; inhibition, % at 20 µM; 330,000 compounds, 0.47% hits; in the data active = inhibition above about 45%, passing the limit was not always enough
Target sequence (P61088 whole entry, looked up): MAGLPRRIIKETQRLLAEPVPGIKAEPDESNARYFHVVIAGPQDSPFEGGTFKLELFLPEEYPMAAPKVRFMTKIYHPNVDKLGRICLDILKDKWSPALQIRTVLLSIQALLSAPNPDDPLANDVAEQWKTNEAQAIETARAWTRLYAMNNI
SENP8 block-2: blocks human SENP8 cleavage of Nedd8 substrate; recombinant SENP8, Nedd8 substrate fluorescence; 360,000 compounds, 0.64% hits; inhibition, % at 20 µM; AID 602440; Q96LD8; in the data active = inhibition mostly above about 40%, no sharp cut-off; inactive = mostly below about 27%
PfG6PD inh: PfG6PD (Plasmodium falciparum) enzyme inhibition; PfGluPho enzyme, NADPH resazurin-diaphorase fluorescence; inhibition, % at 20 µM; 350,000 compounds, 0.78% hits;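 active = inhibition reaching at least a set limit at 20 µM in the primary screen, cut at about 59% in these data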;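 note: 0% = DMSO wells with substrate and 100% = DMSO wells lacking glucose-6-phosphate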
The depositor's hits bear a star; nt = no result given. This is a random part of the collection (roughly 4% active in at least one column).

SMILES	HKDC1 inh	SENP1 FRET inh	SENP6 block	SENP8 block-1	beta cell repl	SENP7 block	UBC13 polyUb	SENP8 block-2	PfG6PD inh
Cc1noc(C)c1C(=O)OCC(=O)NCc1ccccc1	-3	4	-19	-3	3	0	-5	0	7
Cc1cccc2cc(C3CC(c4ccco4)=NN3C(=O)CCC(=O)O)c(Cl)nc12 (stereo not drawn)	-6	3	15	1	3	0	3	-5	-17
CN(C)CCCN(C(=O)COc1ccccc1)c1nc2cc3c(cc2s1)OCO3	-3	-4	4	-3	-6	-4	5	11	15
CC(=O)Nc1ccc(NS(=O)(=O)c2c(Cl)cccc2Cl)cc1	1	0	-20	-1	0	-3	21	2	14
COc1ccc(N/C(=C2\CCCC2=O)C2CCCCC2)cc1	3	4	-1	-8	-6	12	-13	21	12
CC[C@@H](C)[C@@H](C(=O)N1CCNCC1)n1cc(CCC(=O)O)nn1	4	1	1	1	-4	-6	4	18	6
COc1ccc(NC(=O)COC(=O)C(NC(=O)c2ccc(C)cc2)C(C)C)cn1 (stereo not drawn)	5	-7	-2	-3	1	5	-1	-11	22
COc1ccc(OC)c(-c2oc3ccccc3c(=O)c2O)c1	-12	-27	-10	5	3	-1	18	-222	-46
COc1cc(CNn2c(C)n[nH]c2=S)cc(Br)c1OCc1ccc(F)cc1	17	1	-6	3	0	3	8	16	70*
CN(C)CCCNc1c2c(nc3cc(-c4cccc(F)c4)nn13)CCC2	15	-2	3	1	-4	4	17	-205	16
O=C(C[C@H]1C/C=C\C[C@H](NC(=O)OCC2c3ccccc3-c3ccccc32)C(=O)O[C@H](c2ccccc2)CNC1=O)N[C@H](CO)Cc1ccccc1	-3	-3	-11	-9	-6	0	-18	2	-11
Cc1ccc(N(CCC#N)C(=O)COC(=O)c2ccccn2)cc1	2	-2	-21	-4	-2	11	-5	8	2
O=C(N1CCCCC1)N1CCN(c2ccc(Cl)cc2)CC1	-6	2	-17	-2	0	0	4	23	23
Cc1cc(C)c(NC(=O)COC(=O)CCn2c(C)csc2=O)c(C)c1	0	3	-14	5	0	-3	1	9	-15
O=C(Nc1ccc(S(=O)(=O)Nc2cnc3ccccc3n2)cc1)c1ccccc1Br	0	-3	-23	1	-1	6	-1	-329	-23
COc1ccc2c(c1)Cc1sc(NC(C)=O)nc1-2	4	-2	81*	73*	-1	62*	-16	67*	7
CCCNC(=O)Cn1cnc2sc(C(=O)NCCCN3CCOCC3)c(C)c2c1=O	-6	1	3	-7	0	-5	-2	12	7
COc1ccc(C(=O)NCC(=O)OCc2ccc(F)cc2Cl)cc1OC	-1	2	3	1	1	0	5	7	-20
Cc1cc(OCc2cc(C(=O)N(C)Cc3ccccn3)no2)cc(C)c1Cl	-1	-1	10	-7	-2	-9	5	4	5
CCC(C)(C)n1nnnc1C(c1ccc2ncccc2c1)N1CCN2CCCC2C1 (stereo not drawn)	-4	-1	-7	1	-1	3	-1	5	4
CC(=O)O[C@H](CC(=O)O)C[N+](C)(C)C	-7	5	19	12	4	1	8	10	8
O=C1/C(=C/c2ccc(N3CCCC3)cc2)NC(=S)N1C1CC1	-7	-24	-12	-4	-2	2	-28	29	0
O=C(NCc1ccccc1)C1=C[C@@H](c2ccc(C(F)(F)F)cc2)C[C@@H](OCc2ccc(CO)cc2)O1	10	-5	7	0	-8	-1	-2	-13	12
S=C(NCCc1ccccn1)NC1CCCCC1	-14	-2	5	5	0	6	9	14	4
CC(C)C(C)NC(=O)COc1ccc([N+](=O)[O-])cc1Cl (stereo not drawn)	-1	1	12	6	-3	0	-3	24	-11
COc1ccccc1NC(=O)CSc1nnc(C2CCCCC2)n1-c1ccccc1	-1	0	-15	-4	-5	2	20	14	-10
CC(C)(CNC(=O)Cc1ccc(NS(=O)(=O)c2cccc(C(F)(F)F)c2)cc1)N1CCOCC1	-3	0	-6	-4	-3	4	-4	10	11
COCCN(C(=O)CCC(=O)Nc1cc(C)on1)C(C(=O)NC1CCCC1)c1ccccc1F (stereo not drawn)	0	0	-8	7	-1	2	10	16	-2
COc1cc2c(cc1NC(=O)CSc1ccccn1)oc1ccccc12	0	0	-10	-9	1	-5	-13	10	-10
CCN1CCN(S(=O)(=O)c2ccc(Cl)c(C(=O)N(C)Cc3ccc(Cl)cc3Cl)c2)CC1	-2	3	-7	-3	-3	15	29	-8	0
Cc1ccc(C)c(N2CCN(C(=O)c3cc(S(=O)(=O)N4CCCC4)cn3C)CC2)c1	-7	0	-2	1	3	-3	2	15	-5
Cc1cc(NC(=O)CCC(=O)N(Cc2ccco2)C2(C(=O)NC3CCCC3)CCCCC2C)no1 (stereo not drawn)	2	-1	-6	4	-3	4	1	7	-1
COc1ccc(C2C(C#N)=C(N)Oc3cc(N)ccc32)cc1 (stereo not drawn)	2	-27	-11	-9	-4	-15	-5	-70	5
CCC(C)(C)C(=O)Nc1nnc(CCc2ccccc2)s1	-5	-1	12	-3	4	6	2	12	1
COc1ccc(NC(=O)c2csc3c2CCCCC3)c(OC)c1	-3	-1	-7	3	6	7	8	10	6
CCOc1cc(N2CCOCC2)c(OCC)cc1NC(=O)CN1CCCC(C)C1 (stereo not drawn)	-2	0	5	7	3	-4	6	16	9

Part of the list above, with bars between the fields.
SMILES | HKDC1 inh | SENP1 FRET inh | SENP6 block | SENP8 block-1 | beta cell repl | SENP7 block | UBC13 polyUb | SENP8 block-2 | PfG6PD inh
Cc1cc(OCc2cc(C(=O)N(C)Cc3ccccn3)no2)cc(C)c1Cl | -1 | -1 | 10 | -7 | -2 | -9 | 5 | 4 | 5
CCC(C)(C)n1nnnc1C(c1ccc2ncccc2c1)N1CCN2CCCC2C1 (stereo not drawn) | -4 | -1 | -7 | 1 | -1 | 3 | -1 | 5 | 4
CC(=O)O[C@H](CC(=O)O)C[N+](C)(C)C | -7 | 5 | 19 | 12 | 4 | 1 | 8 | 10 | 8
O=C1/C(=C/c2ccc(N3CCCC3)cc2)NC(=S)N1C1CC1 | -7 | -24 | -12 | -4 | -2 | 2 | -28 | 29 | 0
O=C(NCc1ccccc1)C1=C[C@@H](c2ccc(C(F)(F)F)cc2)C[C@@H](OCc2ccc(CO)cc2)O1 | 10 | -5 | 7 | 0 | -8 | -1 | -2 | -13 | 12
S=C(NCCc1ccccn1)NC1CCCCC1 | -14 | -2 | 5 | 5 | 0 | 6 | 9 | 14 | 4
CC(C)C(C)NC(=O)COc1ccc([N+](=O)[O-])cc1Cl (stereo not drawn) | -1 | 1 | 12 | 6 | -3 | 0 | -3 | 24 | -11
COc1ccccc1NC(=O)CSc1nnc(C2CCCCC2)n1-c1ccccc1 | -1 | 0 | -15 | -4 | -5 | 2 | 20 | 14 | -10
CC(C)(CNC(=O)Cc1ccc(NS(=O)(=O)c2cccc(C(F)(F)F)c2)cc1)N1CCOCC1 | -3 | 0 | -6 | -4 | -3 | 4 | -4 | 10 | 11
COCCN(C(=O)CCC(=O)Nc1cc(C)on1)C(C(=O)NC1CCCC1)c1ccccc1F (stereo not drawn) | 0 | 0 | -8 | 7 | -1 | 2 | 10 | 16 | -2
COc1cc2c(cc1NC(=O)CSc1ccccn1)oc1ccccc12 | 0 | 0 | -10 | -9 | 1 | -5 | -13 | 10 | -10
CCN1CCN(S(=O)(=O)c2ccc(Cl)c(C(=O)N(C)Cc3ccc(Cl)cc3Cl)c2)CC1 | -2 | 3 | -7 | -3 | -3 | 15 | 29 | -8 | 0
Cc1ccc(C)c(N2CCN(C(=O)c3cc(S(=O)(=O)N4CCCC4)cn3C)CC2)c1 | -7 | 0 | -2 | 1 | 3 | -3 | 2 | 15 | -5
Cc1cc(NC(=O)CCC(=O)N(Cc2ccco2)C2(C(=O)NC3CCCC3)CCCCC2C)no1 (stereo not drawn) | 2 | -1 | -6 | 4 | -3 | 4 | 1 | 7 | -1
COc1ccc(C2C(C#N)=C(N)Oc3cc(N)ccc32)cc1 (stereo not drawn) | 2 | -27 | -11 | -9 | -4 | -15 | -5 | -70 | 5

Additional results follow:
SMILES	HKDC1 inh	SENP1 FRET inh	SENP6 block	SENP8 block-1	beta cell repl	SENP7 block	UBC13 polyUb	SENP8 block-2	PfG6PD inh
N#Cc1cc2ccccc2n2nnnc12	7	1	3	-1	0	-6	0	6	10
CCOc1cccc(CN2CCN(c3cccc(C(F)(F)F)c3)CC2)c1O	2	0	-22	-13	-3	-2	5	12	6
COc1ccc(CNc2oc(Cc3cccc4ccccc34)nc2C#N)cc1	3	0	-8	-6	-5	3	4	7	9
COC(=O)C1=C(C)N(C)C(=S)N(C)C1c1cccc(Br)c1 (stereo not drawn)	3	0	-4	6	-2	7	7	18	-5
COc1ccc(CCNC(=O)CN2CCN(S(=O)(=O)c3ccc(Cl)cc3)CC2)cc1OC	3	0	0	6	-2	7	-2	31	-10
Cc1ccc(S(=O)(=O)N2CCN(C(=O)CSc3ncn[nH]3)CC2)cc1	-8	1	2	-1	3	-1	4	1	6
Cc1nnc(SCC(=O)c2c(N)n(C3CC3)c(=O)[nH]c2=O)n1-c1ccccc1	-4	-1	-8	-4	-1	-2	-8	-5	16
COC(=O)c1cc(=O)n(-c2c(Cl)cc(C(F)(F)F)cc2Cl)[nH]1	-2	3	-17	-13	0	13	-11	1	-17
C=CC[C@@H](CC(=O)OC(C)(C)C)C(=O)OC[C@H]1CCCN1C(=O)[C@@H](CC=C)CC(=O)N(CCO)Cc1ccccc1	2	2	-5	-11	1	-10	-5	20	0
Cc1ccc(S(=O)(=O)/N=C2/NC(=O)/C(=C/c3ccccn3)S2)cc1	-4	2	-2	4	0	0	-14	8	-27
COCc1cc(=O)[nH]c(Nc2nc(C)c3cc(OC)ccc3n2)n1	nt	nt	6	0	2	3	8	nt	nt
COc1ccc(-n2nnnc2-c2ccc(S(C)(=O)=O)cc2Cl)cc1	-2	-1	7	-2	-2	-3	-1	8	10
CN(C)S(=O)(=O)c1ccc(N2CCCC2)c(C(=O)Nc2nc3c(ccc4ccccc43)s2)c1	6	-67	1	-1	0	-7	7	-195	1
O=C(NCCN1CCCCC1)c1cc(COc2c(F)cccc2F)on1	1	-5	-9	-6	-2	-11	-1	-20	-3
Cc1oc2c(CN3CCCC3)c(O)ccc2c(=O)c1-c1ccc(Cl)cc1	-5	0	3	-3	-4	5	13	-420	-17
CCC(Oc1ccccc1)C(=O)N1CCN(c2ccccn2)CC1 (stereo not drawn)	-2	2	-29	-5	-2	0	0	5	0
NC(=O)c1c(NC(=O)c2cc3ccccc3o2)sc2c1CCC2	-2	-36	60*	25	-3	38	8	-438	2
CCOc1c(Br)cc(CNc2ccc(N3CCN(C(C)=O)CC3)cc2)cc1OC	3	2	7	1	-2	15	7	-8	53
Cc1ccccc1NC(=O)c1cccc(OCc2c(C)noc2C)c1	-3	-1	-10	-2	-2	-2	-5	18	0
O=C(CC(CC(=O)c1ccc(Cl)cc1)c1ccccc1C(=O)O)c1ccc(Cl)cc1	-2	0	14	5	-3	6	-14	-4	-25
CCOC(=O)CCc1c(C)c2ccc(OCc3nn[nH]n3)c(C)c2oc1=O	3	1	-1	0	0	-7	10	-328	-14
O=C(NCc1ccco1)/C(=C/c1ccc(Br)cc1)NC(=O)c1ccco1	2	-7	13	6	1	9	0	6	5
COc1ccc(C2C(C#N)=C(C)NC3=C2C(=O)CC(C)(C)C3)c(OC)c1 (stereo not drawn)	-9	-30	-3	-2	-2	5	19	-496	6

Compound activity from PubChem.
